Screens (PubChem BioAssay)
HSF1 inhib: HSF1 inhibition; NIH3T3-HGL HSE-luciferase, MG132-induced, luminescence 8 h; active compounds read low; activity change, negative = inhibition, % at 7.5 µM (by protocol); actives 0.77% (n = 300,000);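 active means more than half of replicate wells show activity change below -50%, luminescence cut by over half; inconclusive means some wells, but at most half, below -50%; inactive means no replicate well below -50%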;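 further: luciferase reports HSF-1 transcriptional activity via heat shock element; 0% = median of DMSO wells and -100% = zero luminescence signal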
GSK3 alpha inh: blocks human GSK-3 alpha kinase. inhibition, % at 10 µM. actives 0.1% (n = 320,000). ADP-Glo luminescence, 60 min. AID 2650. P49840;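 in the data active means inhibition above about 50%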;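 further: GST-tagged GSK-3 alpha with peptide substrate and 25 µM ATP; 0% = DMSO neutral wells and 100% = GW8510 positive control wells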
GSK3B inh: blocks human GSK3beta kinase activity | P49841 | GST-GSK3beta kinase, ADP-Glo luminescence, 60 min; active compounds read low | activity score (negative = inhibition), % at 10 µM | actives 0.038% (n = 300,000) | AID 2097;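 active means more than half of replicate wells score below -50%, meaning over 50% inhibition versus plate controls; inconclusive means some replicates but at most half score below -50%; inactive means no replicate scores below -50%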;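 further: 0% = median DMSO wells and -100% = median GW8510 positive control wells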
Target sequence (P49841 whole entry, looked up): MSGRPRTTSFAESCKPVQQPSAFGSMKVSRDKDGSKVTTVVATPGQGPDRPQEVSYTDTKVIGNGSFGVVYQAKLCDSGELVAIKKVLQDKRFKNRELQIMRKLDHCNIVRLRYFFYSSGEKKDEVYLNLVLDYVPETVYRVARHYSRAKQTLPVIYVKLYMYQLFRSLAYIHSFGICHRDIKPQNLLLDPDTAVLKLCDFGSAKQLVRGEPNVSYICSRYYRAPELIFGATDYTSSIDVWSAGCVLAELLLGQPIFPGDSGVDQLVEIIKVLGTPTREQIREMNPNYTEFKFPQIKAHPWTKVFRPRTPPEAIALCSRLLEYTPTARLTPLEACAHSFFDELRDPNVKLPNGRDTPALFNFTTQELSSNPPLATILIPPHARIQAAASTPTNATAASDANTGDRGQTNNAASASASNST
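Test system: GST-fused GSK3beta enzyme, cell-free | Quantity: 1.6 ng GST-GSK3beta enzyme per well | Reagent: 25 µM ATP with peptide substrate | Schedule: 60 min enzyme reaction, room temperature | Signal: Luminescent ADP-Glo measurement of ADP formed | Read-out basis: Score relative to plate controls | Control set: DMSO and 20 µM GW8510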
AI-2 QS modul: modulates the Vibrio harveyi AI-2 quorum sensing system. Vibrio harveyi JMH597 AI-2 luminescence/OD600 ratio, 9 h; active compounds read low; strain lacks LuxN and CqsS sensors; 0 = neutral-control median. activity change, % at 7.5 µM. actives 0.4% (n = 300,000). AID 2094; in the data active means activity change below about -75%, passing the limit was not always enough; inconclusive means no clear call, values can overlap the other calls;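 further: luminescence divided by OD600 gain over 9 h not by final OD600 alone; inactives centre near 13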
HDAC3 inhib: inhibitors of human histone deacetylase 3 | O15379 | recombinant HDAC3, fluorogenic peptide/trypsin coupled, fluorescence | inhibition, % at 8.3 µM | actives 0.15% (n = 320,000) | AID 2718; in the data active means inhibition above about 26%, passing the limit was not always enough; inconclusive means no clear call, values can overlap the other calls
Target sequence (O15379 whole entry, looked up): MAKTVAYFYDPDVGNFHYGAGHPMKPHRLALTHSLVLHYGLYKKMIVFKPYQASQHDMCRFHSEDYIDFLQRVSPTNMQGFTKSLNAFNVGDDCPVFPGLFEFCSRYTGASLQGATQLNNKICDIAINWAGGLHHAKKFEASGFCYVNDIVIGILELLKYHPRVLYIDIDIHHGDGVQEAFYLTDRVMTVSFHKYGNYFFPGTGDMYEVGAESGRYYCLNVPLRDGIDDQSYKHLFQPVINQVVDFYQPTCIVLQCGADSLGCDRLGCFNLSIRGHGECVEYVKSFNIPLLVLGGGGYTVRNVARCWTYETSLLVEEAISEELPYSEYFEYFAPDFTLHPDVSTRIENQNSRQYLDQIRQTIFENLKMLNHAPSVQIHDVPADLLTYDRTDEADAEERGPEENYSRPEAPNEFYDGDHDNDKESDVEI
PolyA inh: yeast polyadenylation inhibition; calls only at 12 µM; actives 0.02% (n = 300,000); AID 1875; S. cerevisiae SKY197-pL101 polyadenylation reporter, beta-gal luminescence; efflux-impaired pdr1/pdr3 knockout yeast; score 100 = 6 SD above DMSO;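 active means lowest replicate activity score at least 50, where 100 means six control SD above control mean; inconclusive means lowest score under 50 but half or more replicates reach 50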;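 further: yeast exposed to compound for 9 h at 30 °C; higher score means more reporter readthrough which indicates perturbed polyadenylation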
Platelet DG rel: modulates dense granule release in human platelets; human platelet-rich plasma, SFLLRN dense granule ATP release, luminescence; inhibition, %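 (compounds screened at 7.5 µM in platelet-rich plasma)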; actives 0.22% (n = 300,000); AID 1663;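 active means mean replicate score, as percent of positive control, at or above 50; inconclusive means mean below 50 but at least one replicate at or above 50; inactive means mean and every replicate below 50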
HSP90 inh: HSP90 refolding inhibition in rabbit reticulocyte lysate; AID 1789; luciferase refolding luminescence, 3 h; actives 0.91% (n = 290,000); inhibition, % at 5.6 µM;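 active means inhibition above the screen-wide mean plus 3 SD, computed separately per campaign, cut at about 16% in these data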;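 further: 0% = DMSO wells and 100% = 60 µM geldanamycin wells; inhibitors lower the luminescence because luciferase stays unfolded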
DYRK1A inh: blocks rat Dyrk1A kinase activity; ADP-Glo luminescence, NFATc1 peptide; inhibition, % at 12.5 µM; AID 504441; actives 0.43% (n = 310,000); in the data active means inhibition above about 50%;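 further: plate controls were vehicle with enzyme for no effect and no enzyme for full effect; many of its hits are not listed in these tables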
HSF1 activator: increases HSF-1 driven luciferase reporter signal; AID 504408; NIH3T3-HGL HSF-1 luciferase reporter, MG132, 8 h; 100% = twice DMSO control signal; activation, % at 9 µM; actives 1.7% (n = 300,000);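 active means mean replicate activation of at least 50% with a set share of replicates each reaching 50%; inconclusive means only one of those two conditions met; inactive means mean below 50% and too few replicates reaching it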;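 further: 0% = median of the neutral control wells and 100% = twice that signal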
An asterisk follows results filed as active; i = inactive; ? = inconclusive; / = no result given. Not all compounds are listed, so the mix of outcomes need not match the whole.

SMILES	HSF1 inhib	GSK3 alpha inh	GSK3B inh	AI-2 QS modul	HDAC3 inhib	PolyA inh	Platelet DG rel	HSP90 inh	DYRK1A inh	HSF1 activator
CCN(CC)CCNC(=O)c1cn(CCOC)c(=O)c2c1c1ccccc1n2C	1	0	-3	8	3	i	1	0	9	-12
COC(=O)c1scc(S(=O)(=O)C(C)(C)C)c1N	3	-3	-1	0	-3	i	-5	2	-5	1
O=C(O)c1ccc2c(=O)n(Cc3ccccc3)c(SCc3ccc([N+](=O)[O-])cc3)nc2c1	1	-4	-1	-22	1	i	1	-3	11	12
Cc1ccc(S(=O)(=O)Nc2ccc(Br)cc2C(NCC(=O)O)c2ccccc2)cc1 (stereo not given)	7	-6	0	10	5	i	-9	-4	1	12
Cc1ccc(NC(=S)N2CCCCCC2)c(C)c1	0	0	-4	26	1	i	-2	1	-11	10
CC(C)C(NC(=O)C1CCC(C(C)(C)C)CC1)C(=O)NCc1cccnc1 (stereo not given)	-11	0	-2	25	3	i	1	7	1	-4
O=C(O)Cc1sc(N/N=C\c2ccncc2)nc1-c1ccccc1	2	-1	0	7	8	i	-2	0	14	0
O=C(NC1CCCC1)c1nc2c(nnn2Cc2ccccc2Cl)c(=O)[nH]1	-7	-3	8	18	1	i	-7	0	-5	-6
CC(C)CNC(=O)CC(NCC(C)C)C(=O)O (stereo not given)	-4	-2	9	21	0	i	1	22*	/	0
COc1ccc(C(=O)/C=C/c2ccc(N3CCCCC3)c([N+](=O)[O-])c2)c(OC)c1	50	-4	3	5	-1	i	-4	0	-5	68*
O=c1oc(-c2cccs2)nc2c1cnn2-c1ccccc1	0	-1	-2	3	-7	i	-11	3	6	18
COC(=O)Cn1cc(C(=O)C2CC2)c2ccccc21	/	1	/	/	-3	/	/	2	1	/
CCOC(=O)C1CCN(C(c2cccc(F)c2)c2sc3nc(C)nn3c2O)CC1 (stereo not given)	-3	-2	1	23	-4	i	34	-3	5	0
COc1ccc(CCNC(=O)CN(c2ccccc2OC)S(C)(=O)=O)cc1	-4	1	1	10	-4	i	0	4	-3	-6
Cc1ccc(CCN2CC(C(=O)NCCN3CCCCCC3)CC2=O)cc1 (stereo not given)	-9	4	0	14	4	i	0	1	1	-28
O=C(c1ccco1)N1CCN(c2nc(-c3ccc(F)cc3)cs2)CC1	-2	0	3	2	2	i	-3	0	-2	-19
CC(C)OCC(O)CN1CCN(CC(O)COc2ccc3c(c2)OCO3)CC1 (stereo not given)	-5	3	1	8	-3	i	5	-1	-7	-5
Cc1ccc(NC(=O)COC(=O)CN2CSCC2=O)cc1C	-3	1	1	11	5	i	-5	-1	-2	3
COc1ccc(Cl)cc1NC(=S)N1CCN(c2ncccn2)CC1	14	-2	-2	8	1	i	6	0	0	20
O=C(NCc1ccccc1)c1cc(-c2ccncc2)nc2ccc(S(=O)(=O)N3CCOCC3)cc12	0	-4	-1	15	?	i	26	1	-1	5
CCCc1c(C)nc(N2CCN(c3cccc(OC)c3)CC2)[nH]c1=O	-2	0	-3	7	-1	i	3	4	2	-4
Cc1ccc(-c2nnn(CC(=O)N(c3cccc(O)c3)C(C(=O)NC(C)(C)C)c3cccs3)n2)o1 (stereo not given)	-4	-2	0	26	3	i	-1	1	5	1
Cc1ccc(-c2nc(C3CCN(S(C)(=O)=O)CC3)no2)cc1	21	1	-19	-16	-6	i	-12	0	6	37
O=C(NCC1CCCO1)c1cc(NS(=O)(=O)c2cccs2)cc(NS(=O)(=O)c2cccs2)c1 (stereo not given)	-4	-1	1	13	-1	i	-1	-1	-2	1
O=C(c1ccccc1)C(C(=O)N1CCCCC1)n1ccccc1=O (stereo not given)	-1	-29	0	8	3	i	-1	-1	0	-1
CCOc1ccc(C(=O)NC(C(=O)NCCc2ccc(OC(F)F)cc2)C(C)C)cc1 (stereo not given)	-15	-2	/	/	-4	i	0	6	5	-8
CCOC(=O)Cc1csc(NC(=O)c2ccc([N+](=O)[O-])cc2[N+](=O)[O-])n1	-4	1	0	8	3	i	-1	-3	16	-2
CCN(c1ccccc1)S(=O)(=O)c1ccc(OC)c(NC(=O)C2CC(=O)N(Cc3ccccc3)C2)c1 (stereo not given)	-1	-2	-1	10	5	i	2	6	13	27
CCCCSc1nnc(-c2c[nH]c3ccccc23)n1C	19	-34	0	27	5	i	1	-2	5	26
O=c1oc(-c2ccc([N+](=O)[O-])cc2)nc2ccccc12	0	-6	0	19	1	i	2	-2	-5	20
O=C(N/N=C/c1ccc(F)cc1)c1cc(-c2ccco2)nc2ccccc12	1	-1	2	30	-2	i	3	-1	6	9
O=C(CSc1ncccn1)NCc1cccc(Cl)c1	/	-12	2	1	-5	i	1	-10	1	/
CCn1cc(CNC(=O)c2ccc3nc(Cc4ccc(OC)cc4)oc3c2)cn1	7	2	-1	6	0	i	3	5	3	-1
O=C(/C=C/c1cccc([N+](=O)[O-])c1)OC1CCCCC1=O (stereo not given)	15	0	1	4	0	i	-2	0	-5	45
O=[N+]([O-])c1ccc(CN2CCCCCC2)s1	-7	0	-3	20	3	i	-6	4	0	12
CN(C)C(=O)c1nc2ccc(Cl)cn2c1CN1CCCC(OCc2cccnc2)C1 (stereo not given)	-17	1	1	12	0	i	-9	1	-5	5
CCN(Cc1ccc(OC)c(F)c1)C(=O)c1cc2ccccc2o1	10	-1	/	/	-8	i	4	1	14	13
CCOC(=O)Cn1c(S(=O)(=O)Cc2ccccc2Cl)nc(-c2ccccc2)c1-c1ccccc1	16	-3	1	16	-7	i	16	3	-1	16
COc1ccc(N(CC(=O)Nc2ccc3c(c2)OCO3)S(=O)(=O)c2ccccc2)c(OC)c1	3	1	1	18	3	i	-2	3	0	-2
Cc1n[nH]c(=O)c2c(NC(=O)COC(=O)c3cccc(OC(F)F)c3)oc(C)c12	3	-1	0	11	-1	i	-6	/	3	-4
CNc1c(NS(=O)(=O)c2ccc3c(c2)CCCC3)c(=O)oc2ccccc12	-13	14	6	16	5	i	2	0	-6	-11
COc1ccc(S(=O)(=O)N(c2onc(C)c2Cl)S(=O)(=O)c2ccc(OC)c(OC)c2)cc1OC	4	-3	2	10	6	i	5	2	2	7
Cc1c(C(=O)OCC[N+]2(C)CCCCC2)oc2ccccc12	-8	-2	-3	14	9	i	-2	0	6	-11
N#Cc1nc(-c2ccccc2)oc1N1CCN(C(=O)c2ccco2)CC1	-8	2	-3	-2	-3	i	1	5	2	-5
Cc1nc2c(-c3ccccc3)c(C)nn2c(C)c1CCC(=O)N1CCOCC1	-6	1	1	22	-5	i	-1	3	7	-8
COc1ccccc1CCN1CCCC(CN(C)C(=O)CCC(N)=O)C1 (stereo not given)	-4	-1	2	15	-6	i	2	1	2	8
O=C(NC1CCN(S(=O)(=O)c2ccccc2)CC1)C1CCCCC1	-8	-2	4	19	-5	i	4	1	-10	-14
CN(C)c1cccc(NC(=O)NC2(C)CCS(=O)(=O)C2)c1 (stereo not given)	2	/	-1	1	/	i	-1	-2	-6	-1
O=C(c1ccc(COc2ccc(Cl)cc2Cl)o1)N1CCCC1	22	-2	-2	37	-4	i	-1	-6	8	39
COc1cc(CCC(=O)OCC(=O)Nc2c(F)cccc2F)cc(OC)c1OC	-8	-6	0	11	8	i	11	-2	-3	-7
Next section:
SMILES	HSF1 inhib	GSK3 alpha inh	GSK3B inh	AI-2 QS modul	HDAC3 inhib	PolyA inh	Platelet DG rel	HSP90 inh	DYRK1A inh	HSF1 activator
CCCCCOc1ccc(C(=O)OC(C)C(=O)NCc2ccco2)cc1 (stereo not given)	4	-3	-2	18	1	i	16	-1	-2	25
CCS(=O)(=O)Nc1ccc(C(=O)CC2(O)C(=O)Nc3ccccc32)cc1 (stereo not given)	-9	-3	2	46	7	i	5	5	8	-2
CCOc1ccccc1C(=O)NCC(=O)OCC(=O)c1ccc2c(c1)OCCO2	-4	-3	1	5	1	i	-1	3	-1	-12
CSc1ccccc1NC(=O)COC(=O)c1ccc(O)cc1	4	-2	3	3	4	i	2	-1	2	8
Cc1ccc(Cl)cc1NC(=O)CCC(=O)NCc1ccco1	1	2	1	33	-1	i	/	-5	-1	-9
Cc1onc(-c2c(F)cccc2Cl)c1C(=O)N1CCN(S(C)(=O)=O)CC1	-2	-1	-5	5	0	i	7	0	-5	-8
COC(=O)C(NNc1ccccc1)(NC(=O)c1ccccc1F)C(F)(F)F (stereo not given)	-5	-16	2	21	-3	i	0	4	3	-8
CN1CCN(C(=S)Nc2cc([N+](=O)[O-])ccc2Cl)CC1	/	-1	/	/	15	/	/	0	15	/
COC(=O)C1=CN(Cc2ccc(OC)c(OC)c2)C=C(C(=O)OC)C1c1ccc(F)cc1	8	-1	/	/	-17	i	12	1	-4	21
O=C(Cn1cc(C(=O)c2ccco2)c2ccccc21)NC1CC1	0	-2	3	17	?	i	2	25*	6	2
CCOC(=O)C(=O)Nc1ccccc1C(=O)NC(C)C	-5	-1	0	8	2	i	-1	6	-2	-1
CC(C)NC(=O)NC(=O)COC(=O)c1ncc(Cl)c(Cl)c1Cl	-9	1	0	-59	1	i	-3	1	1	-22
COc1ccccc1OCCC(=O)OCC(=O)Nc1ncc(Cl)cc1Cl	-2	-1	4	7	-6	i	-49	2	-6	14
O=c1[nH][nH]c(=O)c2c(NS(=O)(=O)c3ccccc3)cccc12	7	11	-7	1	0	i	-3	-3	12	29
CCC(c1nnnn1Cc1cccs1)N1CCN(C2CCCC2)CC1 (stereo not given)	-1	-1	3	6	4	i	5	0	-8	17
Cc1ccc(CNC(=O)c2ccc(N(C)S(=O)(=O)c3ccccc3)cc2)cc1	1	0	3	-5	6	i	2	-4	-4	7
COc1ccc(-c2cc(=O)c3ccccc3n2C)cc1	-10	-3	1	19	6	i	2	-2	15	-7
CCCCC(=O)Nc1c(C)cc(C)cc1Cl	-4	0	0	1	2	i	3	10	-4	-2
Cc1ccc(S(=O)(=O)N(C)CC(=O)NCCCn2ccnc2)cc1	-3	-2	3	6	6	/	-3	2	-7	44
O=C(NCC1CCCN1S(=O)(=O)c1cccs1)C(=O)Nc1ccccc1 (stereo not given)	10	3	-4	3	-1	i	10	/	-3	9
O=C(CN1CCCCCC1)N/N=C/c1cccs1	-7	0	0	22	0	i	5	3	-5	-4
COc1ccc(-c2ccc(OC)c([C@H]3[C@H]4C=CC[C@@H](C)[C@@H]4C(=O)N3Cc3ccccc3)c2)cc1OC	0	/	-4	12	4	i	1	/	-7	-11
